E-selectin induc: E-selectin induction in HUVECs, primary screen, imaging, HUVEC, immunofluorescence imaging, single point | AID 686992, 2013 | normalized: neutral wells 0, TNF-alpha wells 100 | activation, % at 7.58 µM | hit rate 0.37% among 260,000 | P16581;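 active = mean E-selectin-positive cell signal at least 10% of the positive control, reached in at least 60% of replicates, without over 20% cell loss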;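 also: in these data hits start at about 27%; measured in HUVEC primary endothelial cells; signal is the percent of cells scored E-selectin positive by PE staining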
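System: HUVEC / Compound: single concentration / Signal: immunofluorescence imaging / Read-out: percent E-selectin-positive cells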
ERp5 inh: inhibitors of ERp5-driven insulin aggregation, primary screen, biochemical, turbidity, absorbance 650 nm, single point. hit rate 0.05% among 350,000. inhibition, % at 9.99 µM. Protein disulfide-isomerase A6 (Homo sapiens), Q15084. 90 min;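 active = mean replicate inhibition above about 25%, with every replicate also reaching it, limit read from the data, passing the limit was not always enough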
Target sequence (Q15084 whole entry, looked up): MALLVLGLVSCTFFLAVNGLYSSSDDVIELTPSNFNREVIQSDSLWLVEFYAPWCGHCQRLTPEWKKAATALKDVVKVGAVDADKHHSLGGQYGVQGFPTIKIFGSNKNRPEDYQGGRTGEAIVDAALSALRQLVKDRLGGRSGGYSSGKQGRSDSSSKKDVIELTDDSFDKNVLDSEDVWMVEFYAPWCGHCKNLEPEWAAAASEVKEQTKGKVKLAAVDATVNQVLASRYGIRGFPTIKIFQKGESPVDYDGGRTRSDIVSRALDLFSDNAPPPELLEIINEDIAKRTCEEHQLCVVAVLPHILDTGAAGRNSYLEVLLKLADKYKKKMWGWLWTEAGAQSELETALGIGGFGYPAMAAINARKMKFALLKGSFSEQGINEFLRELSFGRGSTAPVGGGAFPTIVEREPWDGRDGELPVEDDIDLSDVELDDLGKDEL
RAD54 inh: inhibitors of human RAD54 branch migration, primary screen, biochemical, fluorescence, single point; AID 602329, 2012; RAD54 Holliday junction branch migration, FAM/BHQ fluorescence; hit rate 0.14% among 360,000; inhibition, % at 10.4 µM; DNA repair and recombination protein RAD54-like (Homo sapiens), Q92698;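 active = mean normalized replicate activity at least 40 and at least half of replicates scoring 40 or more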;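 also: 0% = median of neutral control wells and 100% = median of positive control wells; inhibitors cause a drop in the FAM fluorescence signal; in these data hits start at about 50%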
esBAF inh: Bmi1 luciferase reporter increase in mESCs, primary screen, esBAF inhibitor project, mouse ES cells, Bmi1 luciferase knock-in, single point; 24 h; 100% = twice the neutral-well signal; reporter increase, % at 12.5 µM; hit rate 2% among 350,000; in the data active = activation above about 40%;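 also: 0% = median of the plate's neutral control wells and 100% = double that signal; a rise in the Bmi1 reporter signal indicates esBAF inhibition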
ERAP1 HTS inh: human ERAP1 aminopeptidase inhibitors, primary screen, biochemical, single point, plate reader | inhibition, % at 10.7 µM | AID 652197, 2013 | hit rate 0.15% among 340,000 | Endoplasmic reticulum aminopeptidase 1 (Homo sapiens), Q9NZ08 | recombinant ERAP1, Leu-AMC fluorescence, 60 min;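 active = mean replicate inhibition of at least 30%, or all replicates individually reaching that 30% level; inactive = mean below 30% and not every replicate reaching it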;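 also: 0% = neutral control wells and 100% = L-leucinethiol positive control wells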
S100A4 inh HTS: inhibitors of S100A4-myosin IIA peptide binding, primary screen, biochemical, fluorescence polarization, TAMRA-MyoIIA peptide | Protein S100-A4 (Homo sapiens), P26447 | inhibition, % at 10.7 µM | hit rate 0.14% among 360,000 | AID 652163, 2013;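 active = mean inhibition of at least 70% across replicates, with every replicate also reaching that level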
Target sequence (P26447 whole entry, looked up): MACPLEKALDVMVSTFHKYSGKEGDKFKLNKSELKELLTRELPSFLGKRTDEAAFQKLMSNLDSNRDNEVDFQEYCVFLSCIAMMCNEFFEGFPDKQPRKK
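incubation = readout 5 min after mixing, signal stable up to 60 min | system = S100A4 monomer protein | buffer or medium = HEPES pH 7.2 with CaCl2, KCl, NaCl, DTT, Triton | benchmarks = neutral control DMSO, positive control TFP | also added = fluorescent myosin IIA peptide, 5 nM | compound dosing = one concentration per compound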
XiGFP reactiv: activators of inactive X chromosome reactivation, primary screen, imaging, XiGFP fibroblasts, GFP high-content imaging, set 2; XiGFP mouse fibroblasts, % GFP-positive cells imaging, 3 d; cells co-treated with 5-aza-dC sensitizer; scaled so ellipticine positive control = 100%; hit rate 0.055% among 360,000; activation, % at 7.58 µM;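 active = mean normalized replicate activation at least 10% and every replicate at or above 10%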;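 also: 0% = median of on-plate neutral control wells and 100% = ellipticine 6 µM median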
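Schedule: 3 d treatment, 15 min room-temperature fixation; system: 68-5-11 XiGFP fibroblast line; buffer or medium: DMEM plus 5-aza-dC sensitizer; control set: ellipticine 6 µM positive control; compound: one concentration, pinned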
RAD52 inh: RAD52 DNA annealing inhibitors, primary screen, biochemical, FRET, single point, set 2; DNA repair protein RAD52 homolog (Homo sapiens), P43351; recombinant RAD52 DNA annealing, FRET fluorescence; inhibition, % at 18.7 µM; hit rate 0.46% among 360,000; AID 651710, 2012;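 active = every replicate showing at least 50% inhibition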
Target sequence (P43351 whole entry, looked up): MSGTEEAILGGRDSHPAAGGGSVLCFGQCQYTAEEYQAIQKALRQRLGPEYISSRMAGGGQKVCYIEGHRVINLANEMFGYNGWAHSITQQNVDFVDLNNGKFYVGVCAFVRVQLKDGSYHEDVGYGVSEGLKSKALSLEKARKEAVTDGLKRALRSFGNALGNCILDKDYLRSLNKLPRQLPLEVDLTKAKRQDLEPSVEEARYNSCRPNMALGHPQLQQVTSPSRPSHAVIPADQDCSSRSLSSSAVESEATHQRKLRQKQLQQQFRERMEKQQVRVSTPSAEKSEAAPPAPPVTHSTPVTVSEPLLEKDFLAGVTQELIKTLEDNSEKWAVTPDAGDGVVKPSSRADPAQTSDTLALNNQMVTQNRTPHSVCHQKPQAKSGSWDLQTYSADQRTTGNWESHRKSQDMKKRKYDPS
* marks the source's active call; other numbers are inactive results; i = inactive; nt = not tested or not shown; & = joins results of further samples.

The line under a structure holds: E-selectin induc	ERp5 inh	RAD54 inh	esBAF inh	ERAP1 HTS inh	S100A4 inh HTS	XiGFP reactiv	RAD52 inh
- C[C@@H]1CCCCO[C@H](CN(C)C(=O)CCCN(C)C)[C@H](C)CN([C@H](C)CO)C(=O)c2cc(NC(=O)CCC(F)(F)F)ccc2O1
 : 0.3	-27	0	-8	0	47	-0.5	4
- COc1cccc(C#Cc2ccc([C@H]3[C@H]4CN(C(C)=O)CC(=O)N4[C@H]3CO)cc2)c1
 : 0.4	2	nt	nt	7	-65	0.1	-8
- Cc1cc(-c2nnc(SCC(=O)Nc3ccc(C(F)(F)F)cc3)n2C)no1
 : nt	0	0	3	nt	-2	0.6	-19
- C[C@H]1CN([C@@H](C)CO)C(=O)Cc2cc(NC(=O)Nc3cccc4ccccc34)ccc2O[C@@H]1CN(C)S(=O)(=O)c1ccccc1
 : 0.4	-10	2	-7	-7	-7	0.1	3
- COCC(=O)N1[C@H](C#N)[C@H](c2ccccc2-c2cccc(F)c2)[C@@H]1CO
 : 0.1	-1	nt	nt	2	-14	0.2	-1
- NC1(N2SC(S)=C3CCCC=C32)CCCCC1
 : 0.1	4	nt	nt	21	-2	0.3	86*
- CCOc1ccc(C(=O)OC(C)CN2CCCCC2)cc1 (configuration not stated)
 : -0.1	1	-1	-7	-1	0	0.0	-11
- CO[C@@H]1CN(C)C(=O)c2ccc(NC(=O)c3nc4ccccc4s3)cc2OC[C@@H](C)NC[C@H]1C
 : -0.2	-4	24	7	nt	nt	0.3	19
- CC1(C)C/C(=C(/C#N)C(N)=O)CCO1
 : nt	-10	8	0	1	10	nt	2
- O=C(NCCSc1c[nH]c2ccccc12)c1c(F)cccc1F
 : 0.7	3	5	1	1	-2	0.8	-13

Brought forward from above: three compounds; new compounds follow.
The line under a structure holds: E-selectin induc	ERp5 inh	RAD54 inh	esBAF inh	ERAP1 HTS inh	S100A4 inh HTS	XiGFP reactiv	RAD52 inh
- CO[C@@H]1CN(C)C(=O)c2ccc(NC(=O)c3nc4ccccc4s3)cc2OC[C@@H](C)NC[C@H]1C
 : -0.2	-4	24	7	nt	nt	0.3	19
- CC1(C)C/C(=C(/C#N)C(N)=O)CCO1
 : nt	-10	8	0	1	10	nt	2
- O=C(NCCSc1c[nH]c2ccccc12)c1c(F)cccc1F
 : 0.7	3	5	1	1	-2	0.8	-13
- Cc1[nH]n(C)c(=O)c1[N+](=O)[O-]
 : 5.2	2	nt	7	-1	1	0.0	-10
- CCN(CC)S(=O)(=O)c1ccc(N2CCOCC2)c(NC(=O)c2ccc(N3CCCC3=O)cc2)c1
 : -0.1	3	2	8	-9	-3	0.4	-13
- C/C(=N\NC(=O)c1cccnc1)c1ccc(-c2ccccc2)cc1
 : 0.3	-1	-9	nt	nt	1	0.1	-13
- O=C(C1CC1)N1CC(=O)N2[C@H](C1)[C@H](c1ccc(C#CC3CCCC3)cc1)[C@@H]2CO
 : 0.0	-1	nt	nt	-1	-5	0.0	17
- CCN(CC(=O)Nc1c(F)cccc1F)C(=O)c1ccc(Sc2nncn2C)c([N+](=O)[O-])c1
 : -0.4	2	5	-1	-2	3	-0.1	-13
- COCCCNC(=O)c1cc(=O)n(Cc2ccc(Cl)cc2)c2ccccc12
 : -0.2	-2	nt	nt	6	0	0.0	-10
- Cc1ccc(-c2nn(-c3ccc(F)cc3)cc2C(=O)NCCCN2CCCC2=O)cc1
 : nt	11	-7	7	-1	-9	0.0	-8
- COc1ccc(S(=O)(=O)Nc2ccc3c(c2)C(=O)N([C@H](C)CO)C[C@H](C)[C@H](CN(C)C(=O)Nc2ccc(C(F)(F)F)cc2)O3)cc1
 : 6.5	nt	-4	1	-3	5	-0.6	2
- COc1ccc(CN2C(=O)CCC2(C)c2nnnn2Cc2ccccc2)cc1 (configuration not stated)
 : 0.1	0	nt	nt	3	2	0.1	6
- Cc1cccc(CN2[C@H](CO)C=CS2(=O)=O)c1
 : -0.2	5	5	2	-1	15	0.1	-4
- O=C(C[C@H]1CC[C@H]2[C@@H](COC[C@H](O)CN2C(=O)Nc2ccc(F)cc2)O1)NC1CCC1
 : 0.2	3	-1	5	3	19	0.4	-1
- Cc1cc(CNC(=O)[C@H]2C[C@@H]2[C@H](NP(=O)(c2ccccc2)c2ccccc2)c2ccccc2)nn1C
 : 0.3	-3	nt	nt	2	7	0.1	1
- CCOC(=O)Nc1ccc(S(=O)(=O)Nc2nc(C)cc(C)n2)cc1
 : nt	-2	4	-9	1	-6	nt	-19
- CN(C)Cc1c(O)ccc2c(=O)c(-c3ccc(Cl)cc3)coc12
 : nt	-4	1	64*	-1	-35	0.1	-12
- CC(C)C#Cc1ccc2c(c1)O[C@@H](CN(C)C(=O)c1cnccn1)[C@@H](C)CN([C@H](C)CO)S2(=O)=O
 : 1.7	1	-1	9	-1	0	0.1	-2
- O=C(Cn1c(=O)oc2ccccc21)Nc1nnc(N2CCCCCC2)s1
 : -0.2	2	1	-11	-2	-2	-0.1	-1
- CCN1CCN(C2CCCCC2NS(=O)(=O)c2ccccc2)CC1 (configuration not stated)
 : nt	2	7	2	1	3	0.0	-6
- CC=Cc1ccc2n(c1=O)C[C@H]1[C@H](CO)[C@@H](C(=O)NCC3CC3)[C@@H]2N1Cc1ccncc1 (mixture of isomers)
 : -0.2	-1	2	1	0	3	0.5	-4
- COC(=O)[C@H](Cc1ccccc1)NC(=O)C1CCN(C(=O)[C@H](C)NS(=O)(=O)c2ccc(C)cc2)CC1
 : 0.3	-5	6	-1	-2	68	0.0	-14
- COc1ccccc1-n1c(COc2ccccc2-c2ccccc2)nnc1SCC(=O)c1c(N)n(C)c(=O)n(C)c1=O
 : nt	-4	nt	nt	6	-9	0.4	-4
- CN(C)C(=O)c1cccc(-c2ccc(C3[C@@H]4CN(C(=O)Nc5ccccc5F)C[C@H]3N4)cc2)c1 (some centres not stated)
 : 0.0&-0.1	1&-5	nt	nt	-3&-3	9&10	0.1&0.2	-9&-8
- CCOC(=O)[C@@H]1[C@H]2COc3cc(OC)ccc3[C@H]2N2C(=O)N(c3ccc(C(F)(F)F)cc3)C(=O)[C@]12C
 : nt	0	-10	0	-1	-2	0.0	-1
- c1cc2c3c(cccc3c1)NC1(CCCCC1)N2
 : nt	4	11	-15	-1	-7	nt	-1
- CCN1C(=O)[C@H]2[C@@H](c3ccc(-c4cccc(Cl)c4)c(OC)c3)N[C@@](C)(C(=O)OC)[C@H]2C1=O
 : -0.2	2	-12	1	-3	-4	0.0	-25
- O=C(CSc1nnc(-c2ccncc2)o1)Nc1cc(Cl)ccc1C(=O)O
 : -0.1	5	-1	0	0	10	0.0	-11
- Cc1ccc(S(=O)(=O)CCC(=O)OCC(=O)Nc2sccc2C#N)cc1
 : -1.0	-3	3	10	-1	-1	0.1	-117
- COC(=O)[C@@]12C[C@@H](CC(=O)N3CCSCC3)C(=O)N(Cc3ccccc3)C1=CCC(C)(C)C2
 : -0.1	4	nt	nt	-1	0	0.3	-3
- C=CCn1c(N(C)C)nc2c1c(=O)[nH]c(=O)n2C
 : 0.2	0	-14	-3	2	-7	0.0	-1
- COCC(=O)Nc1ccc2c(c1)[C@H]1C[C@H](CC(=O)NCc3ccccn3)O[C@H](CO)[C@H]1O2
 : 0.0	-4	-5	0	1	3	0.1	-3
- O=C(CCl)Nc1ccc(S(=O)(=O)Nc2nccs2)cc1
 : -0.4	3	8	0	0	1	0.5	-21
- Cc1ccc(S(=O)(=O)Nc2ccc3c(c2)C(=O)N([C@H](C)CO)C[C@H](C)[C@@H](CN(C)Cc2ccc4c(c2)OCO4)O3)cc1
 : 0.1	1	2	-3	2	3	-1.0	-3
- CC1(Cc2ccc(C(F)(F)F)o2)C(=O)Nc2ccc(-c3cccc(C(F)(F)F)c3)cc21 (configuration not stated)
 : -1.5	1	7	0	7	0	0.1	-7
- Cn1c(=O)c(NCCO)c2c3c(cccc31)C(=O)c1ccccc1-2
 : nt	6	i	nt	7	62	nt	i
- OC[C@@H]1CN(Cc2cccc(C(F)(F)F)c2)C[C@H](n2cnc3c(NCc4ccc(F)cc4)ncnc32)O1
 : 0.2	3	4	-8	-4	-14	0.0	-2
- CN(C)C(=O)C[C@H]1C[C@H]2c3cc(NC(=O)c4ccc5c(c4)OCO5)ccc3O[C@H]2[C@H](CO)O1
 : 0.2	0	0	9	0	-4	0.0	-8
- COC(=O)CN1C(c2cccc(Cl)c2)=Nc2ccc(Cl)cc2C1c1ccccc1 (configuration not stated)
 : 0.6	-1	nt	nt	-2	1	0.0	-7
- COc1ccc(NC(=O)N(C)C[C@H]2OCc3ccccc3-c3c(n(C)c4ccccc34)C(=O)N([C@H](C)CO)C[C@H]2C)cc1
 : 0.1	0	-12	6	0	-2	0.3	3
- CC(C)(C#CC(O)(c1ccccc1)c1ccccc1)N1CCCC1
 : 0.0	3	nt	nt	0	-4	0.4	-6
- O=C(C1CCOCC1)N1CC(=O)N2[C@H](C1)[C@@H](c1ccc(/C=C/c3ccccc3)cc1)[C@@H]2CO
 : 0.2	-4	nt	nt	2	-6	0.1	10
- CCCOc1ccc(F)cc1-c1cc(C(=O)Nc2ccc(OC)cc2OC)[nH]n1
 : 0.0	-4	0	-5	8	42	0.1	-10
- Cc1cc(F)ccc1S(=O)(=O)N1CCCOC1CNC(=O)C(=O)NCCc1ccco1 (configuration not stated)
 : nt	-7	-6	2	1	-2	0.2	-17
- Cc1[nH]c2ccc(OCc3ccccc3)cc2c1CCN1C(=O)OC(C)(C)C1(C)O (configuration not stated)
 : nt	1	-6	2	-1	-9	0.1	-24
- CCN(CC)S(=O)(=O)c1ccc(/C=C/C(=O)OCC(=O)Nc2ccc(C(N)=O)cc2)cc1
 : nt	3	nt	nt	4	-5	0.4	-10
- O=C(NNC(=O)c1ccc2ccccc2c1O)Nc1ccc(F)cc1
 : 0.9	5	1	-6	2	3	0.0	-10
- COc1ccc(-c2ccc(C(=O)NCCN3CCOCC3)c3occc23)c(C)c1
 : 0.1	8	11	4	6	-2	0.0	3
- Cc1nc2ccccn2c(=O)c1NC(=O)c1cccs1
 : nt	-3	-5	-2	-2	0	0.0	-5
- COc1cc(CCCN2C(=S)NC[C@@H]2Cc2ccccc2)cc(OC)c1OC
 : -0.1	8	6	-35	-3	0	-0.3	-3
- CN(C)C(=O)c1ccc(-c2ccc([C@H]3[C@H](C#N)N(C(=O)C4CCC4)[C@H]3CO)cc2)cc1
 : -0.3	-1	2	5	-2	-3	0.0	-7
- N#C/C(=C\c1cc2c(cc1Br)OCO2)C(=O)NCC1CCCO1 (configuration not stated)
 : -0.1	-1	nt	nt	nt	1	0.2	-7
- Cc1ccnc(NS(=O)(=O)c2ccc(NC(=O)c3snnc3C)cc2)n1
 : nt	1	-13	-1	3	-2	0.1	-2

Rows were taken by chance. About 2.5% of those tested had a hit in this group.
